High-throughput results deposited in PubChem BioAssay by several laboratories.
SUMO HTRF inh: inhibitors of in vitro SUMOylation cascade, primary screen, biochemical, HTRF, uHTS; SUMO-conjugating enzyme UBC9 (Homo sapiens), P63279; HTRF SUMOylation assay, SAE1/SAE2 + UBC9; inhibition, % at 35 µM; 290,000 tested, 0.36% active; AID 2006, 2009; in the data active = inhibition above about 50%, passing the limit was not always enough; also: strong numbers were not always called active
PHOSPHO1 inh: PubChem AID 1565 | Phosphoethanolamine/phosphocholine phosphatase (Homo sapiens), Q8TCT1 | recombinant PHOSPHO1, absorbance phosphatase assay | 290,000 tested, 1.1% active | inhibition, % at 13.3 µM; in the data active = inhibition above about 60%
IMP-1 inhibitor: IMP-1 metallo-beta-lactamase inhibitors, primary screen, biochemical, epi-absorbance readout, Pseudomonas aeruginosa enzyme; 290,000 tested, 0.45% active; metallo-beta-lactamase IMP-1 (Pseudomonas aeruginosa); AID 1556, 2009; inhibition, % at 5.6 µM; purified IMP-1, nitrocefin hydrolysis, epi-absorbance fluorescence;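 active = inhibition above the mean plus 3 SD of all compounds in the same screening run, cut at about 4.5% in these data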;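 also: 0% = IMP-1 with DMSO and 100% = DMSO wells lacking enzyme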
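system = purified recombinant IMP-1 beta-lactamase | amount = 0.2 nM IMP-1, as dispensed | medium = HEPES buffer pH 7.1 with ZnSO4 and Brij 35 | times = 25 °C, 15 min preincubation, 25 min reaction | detection = plate fluorescence quenching by hydrolysis product, ex 480/em 530 nm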
NS3 helicase inh: inhibitors of HCV NS3 helicase, primary screen, biochemical, Cy5 molecular beacon fluorescence; Hepatitis C virus NS3 helicase; NS3 helicase DNA unwinding; inhibition, % at 10.9 µM; 290,000 tested, 0.56% active; AID 1800, 2009;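 active = inhibition above the mean of all tested compounds plus 3 SD, set per campaign, cut at about 35% in these data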;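 also: 0% = DMSO wells and 100% = thioflavine S control wells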
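Control set: DMSO versus 110 µM thioflavine S; Material: NS3 helicase fragment of HCV; Measured by: Cy5 fluorescence at 0 and 60 min, beacon hairpin quenching; Read-out basis: percent inhibition from t60/t0 fluorescence ratio; Times: reaction time 60 min, 25 °C; Repeats: single replicate; Compound dosing: single dose, 10.9 µM nominal final, DMSO 0.8% final.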
VIM-2 inhibitor: VIM-2 metallo-beta-lactamase inhibitors, primary screen, biochemical, epi-absorbance readout, Pseudomonas aeruginosa enzyme | purified VIM-2, nitrocefin hydrolysis, epi-absorbance fluorescence | inhibition, % at 5.6 µM | 290,000 tested, 0.89% active | AID 1527, 2009;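 active = inhibition above the mean of all tested compounds plus 3 SD, cutoff set per screening run, cut at about 7.5% in these data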;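 also: red hydrolysis product quenches plate fluorescence so inhibitors raise well fluorescence; 0% = enzyme with DMSO and 100% = DMSO without enzyme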
p-CIP stab down: p/CIP-EGFP fusion destabilizers, primary screen, fluorescence, F442A cells; 290,000 tested, 0.01% active; decrease of EGFP signal, % at 10 µM; AID 1984, 2009; 16 h;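 active = EGFP signal decrease of at least 30% at 10 µM or well 3 SD below plate mean, unless failing retest; inactive = the rest, including hits failing retest or dose response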; also: some compounds called inactive have numbers as strong as hits; many of its hits are not listed in these tables
IDE act: human IDE activators in live cells, primary screen, fluorescence polarization, HEK cells, FAbeta-B substrate; Insulin-degrading enzyme (Homo sapiens), P14735; activation, % at 5.96 µM; AID 493087, 2011; 340,000 tested, 0.073% active; FAbeta-B cleavage; 0% vehicle, 100% cell-free pure enzyme wells;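 active = activation above the mean of all tested compounds plus 3 SD, set per screening campaign, cut at about 17% in these data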
Target sequence (P14735 whole entry, looked up): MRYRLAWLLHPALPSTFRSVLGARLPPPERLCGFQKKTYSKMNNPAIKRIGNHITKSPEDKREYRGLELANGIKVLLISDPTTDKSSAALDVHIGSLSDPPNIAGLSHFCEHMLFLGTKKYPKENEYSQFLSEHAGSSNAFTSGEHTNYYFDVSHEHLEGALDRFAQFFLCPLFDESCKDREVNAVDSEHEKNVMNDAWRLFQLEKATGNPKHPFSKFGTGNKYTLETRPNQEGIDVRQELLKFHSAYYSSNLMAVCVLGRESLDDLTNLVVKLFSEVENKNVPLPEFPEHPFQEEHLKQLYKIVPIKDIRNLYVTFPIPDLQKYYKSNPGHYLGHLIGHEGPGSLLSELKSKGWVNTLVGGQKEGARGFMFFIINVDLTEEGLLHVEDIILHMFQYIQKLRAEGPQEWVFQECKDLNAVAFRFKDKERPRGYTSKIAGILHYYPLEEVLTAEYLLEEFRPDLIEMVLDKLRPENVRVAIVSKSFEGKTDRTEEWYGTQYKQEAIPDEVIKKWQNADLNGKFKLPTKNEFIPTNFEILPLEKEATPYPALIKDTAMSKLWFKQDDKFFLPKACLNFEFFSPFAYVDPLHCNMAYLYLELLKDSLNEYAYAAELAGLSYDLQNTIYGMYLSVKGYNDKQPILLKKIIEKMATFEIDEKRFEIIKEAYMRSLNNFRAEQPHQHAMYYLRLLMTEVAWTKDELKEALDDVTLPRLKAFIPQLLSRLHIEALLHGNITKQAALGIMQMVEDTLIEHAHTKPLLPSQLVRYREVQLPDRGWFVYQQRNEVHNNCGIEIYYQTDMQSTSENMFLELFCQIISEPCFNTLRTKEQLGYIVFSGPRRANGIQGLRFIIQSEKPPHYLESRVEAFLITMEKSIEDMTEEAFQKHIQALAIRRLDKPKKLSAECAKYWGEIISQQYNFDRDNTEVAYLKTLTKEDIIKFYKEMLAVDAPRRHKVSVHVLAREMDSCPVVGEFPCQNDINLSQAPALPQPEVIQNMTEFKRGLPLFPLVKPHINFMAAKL
DNA FID counter: compounds displacing fluorescent DNA intercalator, primary screen, artefact control for HCV NS3 helicase inhibitor project, biochemical, FID fluorescence; DNA fluorescent intercalator displacement; inhibition, % at 7.9 µM; 290,000 tested, 0.17% active; in the data active = inhibition above about 37%;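 also: 0% = vehicle and 100% = reference compound; higher means more ethidium bromide displaced from hairpin DNA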
MEKK3 PB1 HTS: modulators of MEKK3-MEK5 PB1 binding, primary screen, biochemical, wildtype MEKK3, multiplex bead flow cytometry, Alexa488-MEK5; bead-based flow cytometry, Alexa488-MEK5 binding to MEKK3; actives lie on both sides; 0 = blocked by unlabeled MEK5, 100 = vehicle; binding response (% of control), % at 10 µM; 290,000 tested, 1.4% active;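 active = binding response more than 3 SD above or below the average of its plate-row segment, actives on both sides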;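 also: Alexa488 bead fluorescence after subtracting the streptavidin-only scavenger bead signal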
* = called active by the depositor; · = no result given.

SMILES	SUMO HTRF inh	PHOSPHO1 inh	IMP-1 inhibitor	NS3 helicase inh	VIM-2 inhibitor	p-CIP stab down	IDE act	DNA FID counter	MEKK3 PB1 HTS
CC(C)C[C@H](NC(=O)OC(C)(C)C)C(=O)N/N=C/C1=Cc2ccccc2OC1C (some centres not stated)	-8.5	4.2	-3.2	-9.6	-0.4	-1.0	2.7	-15.7	96.0
CS(=O)(=O)c1cccc(C(=O)NCc2ccccc2)c1	32.6	3.3	-1.6	2.3	-1.0	-1.2	2.0	-5.5	95.0
COc1ccc(C2=NN(C(=O)CCCC(=O)O)C(c3cccs3)C2)cc1OC (configuration not stated)	17.2	30.4	-2.0	9.5	-2.8	-5.4	1.7	-38.6	95.0
CCc1ccc(-c2csc3[n+]2CCN3C(C)=O)cc1	12.1	45.2	-0.7	-10.3	2.5	-4.0	-14.2	-11.0	101.0
Cc1ccc2cccc(OCC(=O)Nc3ccc4c(c3)OCO4)c2n1	20.0	24.1	-3.9	-1.1	0.6	6.5	7.8	-11.6	94.0
O=C(CSc1nnc(NC(=O)C2CC2)s1)Nc1ccccc1	0.3	8.0	-1.8	-12.9	1.4	-9.2	4.1	-4.1	103.0
CC1=C(C(=O)Nc2ccccn2)C(c2ccccc2Cl)NC(=S)N1 (configuration not stated)	6.0	47.0	-2.1	-9.3	-2.3	-7.3	7.8	-5.2	105.0
CCOC(=O)CNC(=O)CSc1nc(-c2cccc(C)c2)ns1	3.5	15.0	-0.6	5.0	-0.7	7.1	-3.7	-6.9	103.0
CC(C)CC(NS(=O)(=O)c1cc(C(=O)O)ccc1Cl)C(=O)O (configuration not stated)	10.1	32.0	-2.9	17.7	-3.2	-10.8	4.7	-2.4	·
CC(/C=N\NC(=O)Cn1cncn1)=C/c1ccc(C(C)C)cc1	23.0	7.8	-1.3	-19.7	-1.5	-15.2	·	-19.4	101.0
O=C(C(=O)N1CCCCCC1)c1c[nH]c2ccccc12	-23.9	-10.7	-2.7	8.5	-2.9	7.7	0.7	-7.2	102.0
COc1ccccc1OCc1ccc(C(=O)Nc2ccccc2F)cc1	1.6	8.6	-1.8	0.6	-1.3	-4.7	0.0	-4.1	104.0
Cn1c(=O)c(=O)n(C)c2cc([N+](=O)[O-])c(N3CCOCC3)cc21	10.5	34.8	0.4	10.4	-1.8	1.5	11.4	3.7	103.0
CN1C(=O)c2ccc(NC(=O)c3ccc(N4CCCCC4)c([N+](=O)[O-])c3)cc2C1=O	-7.1	-6.2	2.7	-3.1	-1.4	4.7	3.9	-1.4	95.0
CC(C(=O)NC1CCCC1)N1C(=O)c2cccc3cccc1c23 (configuration not stated)	28.8	38.3	-2.8	4.4	-1.1	-6.6	3.8	-24.1	93.0
O=C(NCC1OCCc2ccccc21)c1ccc(NC(=O)c2cccc(Br)c2)cc1 (configuration not stated)	22.6	-33.9	-0.9	-7.3	0.0	-1.9	-8.3	-3.9	101.0
NC(=O)C1CCN(C(=O)CN(c2cccc(C(F)(F)F)c2)S(=O)(=O)c2ccccc2)CC1	-0.6	9.2	-1.1	2.6	1.1	5.5	6.9	-13.2	97.0
NC(=O)c1ccc(N2CCCCC2)c(N2C(=O)C3CC=CCC3C2=O)c1 (configuration not stated)	7.4	36.9	-2.7	2.4	-1.7	-2.8	2.7	-12.1	98.0
Clc1cccc2sc(N3CCN(c4ccccc4)CC3)nc12	-7.8	17.4	-3.0	3.2	-2.9	1.9	4.1	0.5	106.0
Cc1ccc(-c2cc(C(=O)NCCc3ccc(S(N)(=O)=O)cc3)c3ccccc3n2)cc1	21.4	46.4	-3.6	12.9	-3.8	-11.1	2.4	-19.2	99.0
N/C(=N\OC(=O)COc1ccc(Cl)cc1Br)c1ccncc1	8.2	20.0	-1.0	-1.9	-1.0	-11.6	2.0	-4.6	100.0
CCOC(=O)C1=C(C)NC(C)=C(C(=O)OCC)C1c1ccccn1	27.3	-18.5	-4.6	-5.7	-3.9	7.2	6.0	-8.9	95.0
CN1CCCN(S(=O)(=O)c2ccc(O)c(C(=O)O)c2)CC1	15.0	39.4	-2.4	6.3	2.0	-6.2	5.3	-2.0	100.0
CCn1cc(C(=O)O)c(=O)c2cnc(N3CCN(C(=S)NC(=O)c4ccccc4)CC3)nc21	5.1	-14.5	-0.8	-16.4	-2.6	-3.0	1.3	-1.3	101.0
COc1cc(C)ccc1OCc1cc(C(=O)N2CCN(C3CCCCC3)CC2)no1	5.3	20.7	-1.5	2.7	-1.2	-2.3	-0.3	4.6	102.0
CN(C)c1ccc(/C=C/C(=O)c2cccc(Br)c2)cc1	21.9	37.9	8.3*	-8.4	5.9	-18.0	-172.3	-1.8	93.0
CCOc1ccccc1OCC(=O)NCCc1ccc(S(N)(=O)=O)cc1	3.1	-26.2	-1.9	0.2	-1.6	-128.3	4.5	-15.0	82.0
O=C(COc1ccc2ccccc2c1)Nc1ccc2c3c(cccc13)CC2	17.3	-24.5	-1.2	-7.3	1.9	8.2	1.3	-6.7	95.0
CC(C)CCn1c(=O)[nH]c2ccccc21	0.6	12.9	-3.4	-10.7	-0.4	-9.5	-7.8	-4.9	109.0
O=C1c2ccccc2-c2onc3ccc(Oc4ccccc4)c1c23	19.5	-15.8	-1.6	1.5	0.0	-89.6	-16.6	5.9	90.0

Another view of 4 compounds above.
SMILES | SUMO HTRF inh | PHOSPHO1 inh | IMP-1 inhibitor | NS3 helicase inh | VIM-2 inhibitor | p-CIP stab down | IDE act | DNA FID counter | MEKK3 PB1 HTS
CCOc1ccccc1OCC(=O)NCCc1ccc(S(N)(=O)=O)cc1 | 3.1 | -26.2 | -1.9 | 0.2 | -1.6 | -128.3 | 4.5 | -15.0 | 82.0
O=C(COc1ccc2ccccc2c1)Nc1ccc2c3c(cccc13)CC2 | 17.3 | -24.5 | -1.2 | -7.3 | 1.9 | 8.2 | 1.3 | -6.7 | 95.0
CC(C)CCn1c(=O)[nH]c2ccccc21 | 0.6 | 12.9 | -3.4 | -10.7 | -0.4 | -9.5 | -7.8 | -4.9 | 109.0
O=C1c2ccccc2-c2onc3ccc(Oc4ccccc4)c1c23 | 19.5 | -15.8 | -1.6 | 1.5 | 0.0 | -89.6 | -16.6 | 5.9 | 90.0

Additional compounds follow:
SMILES	SUMO HTRF inh	PHOSPHO1 inh	IMP-1 inhibitor	NS3 helicase inh	VIM-2 inhibitor	p-CIP stab down	IDE act	DNA FID counter	MEKK3 PB1 HTS
CCOc1ccc(/C=N/N2C(C)CCCC2C)cc1OC (configuration not stated)	0.7	39.9	-2.6	-3.4	-4.3	-5.8	0.8	-6.4	100.0
C=CCSc1nc(C)c(CCC(C)C)c(=O)[nH]1	4.4	32.5	-2.6	11.3	-3.0	-7.1	5.4	-15.7	101.0
CCOC(=O)COn1c(=O)c(=O)n(O)c2ccccc21	20.2	3.7	-0.7	-2.1	0.7	-3.5	-1.4	0.5	90.0
COc1ccc(CCN(/C=C2\Sc3ccccc3C2=O)C(C)=O)cc1OC	16.3	21.0	-0.8	9.9	1.2	2.7	·	0.9	92.0
O=C(NC12CC3CC(CC(C3)C1)C2)c1ccc(S(=O)(=O)N2CCOCC2)cc1	24.1	15.9	-4.5	0.0	-3.5	-2.0	1.6	0.4	88.0
Cc1[nH]c2ccccc2c1C(=O)CN1CCSCC1	8.0	-5.5	-1.5	-4.0	-0.9	5.5	5.4	-1.6	104.0
CC(C)(C)C(=O)N1CCN(c2ncccc2C(F)(F)F)CC1	-4.1	25.4	-2.9	-17.7	-3.6	-4.0	7.9	-24.8	105.0
Cc1cc(C(=O)CSc2nc(N)cc(=O)[nH]2)c(C)n1Cc1ccco1	26.1	14.9	-2.9	22.4	-0.1	-16.3	5.0	-19.9	107.0
O=C1CSC(c2ccc([N+](=O)[O-])cc2)N1Cc1ccccc1 (configuration not stated)	3.2	13.9	-3.4	-5.3	-1.9	-3.1	-4.0	-6.8	103.0
OC(CNCc1ccccc1)(c1ccccc1)c1ccccc1	7.7	29.9	-1.1	-22.1	1.8	-11.0	2.1	-0.6	101.0
COc1ccccc1NS(=O)(=O)c1cccc(C(=O)OCc2nc3ccccc3s2)c1	-11.8	-5.7	-3.7	-3.1	-0.9	-8.5	2.7	-6.5	106.0
COCCNS(=O)(=O)c1cc(OC)c(Cl)cc1Cl	11.1	-3.7	-2.2	-0.2	-4.1	-8.5	·	-2.0	102.0
COc1ccccc1NC(=O)CCn1cccc1	-4.9	20.4	-0.9	1.0	-1.0	-3.1	0.5	-1.9	101.0
COc1ccc(-c2cc3nc(C)cc(N)n3n2)cc1	3.2	33.1	-2.0	5.8	-3.6	2.6	-4.0	-0.5	118.0
Nc1cc(N)nc(SCC(=O)NNC(=O)Cc2ccccc2)n1	2.0	-106.8	-1.3	3.5	-2.1	6.4	-0.7	-3.3	98.0
O=C(COc1ccccc1F)NC12CC3CC(CC(C3)C1)C2	30.1	28.5	-2.5	-4.7	-0.7	-27.2	-1.6	-26.1	86.0
COc1ccccc1NC(=O)CCCNC(=O)Cn1cnc2sc(C)c(C)c2c1=O	2.5	32.0	-3.4	-2.6	-5.9	8.1	2.1	-34.4	96.0
COc1ccc(NC(=O)CC#N)cc1OC	19.7	36.9	-0.9	3.2	-2.6	0.1	7.2	-3.7	92.0
COc1ccccc1N1CCN(/N=C\C(Br)=C\c2ccccc2)CC1	20.2	12.6	-2.2	-10.2	-3.3	-7.8	-3.2	-20.6	102.0
CCN(CC(=O)Nc1cccc(C(C)=O)c1)S(=O)(=O)c1ccc(C)cc1	-7.1	23.9	-0.8	-17.0	1.0	-1.5	0.6	-16.7	89.0
Cc1cc(C)cc(NC2=NC3(CCCCC3)N=C(N)N2)c1	20.3	-15.4	-5.3	-1.4	-3.8	-3.9	-0.5	9.5	108.0
NC(=O)c1cccc(NC(=O)Nc2ccc(Cl)cc2)c1	11.9	24.1	-1.9	-5.4	-2.1	-14.1	-9.3	-3.5	103.0
Cc1ccc(S(=O)(=O)N2CCC(C(=O)N3CCN(Cc4ccccc4)CC3)CC2)cc1	6.2	-6.2	-1.4	-11.8	-3.3	-13.1	5.4	-21.3	101.0
CCC(C)(C)NC(=O)C(c1ccc(OC)cc1)N(C(=O)CCC(=O)Nc1cc(C)on1)c1ccc(OC)cc1OC (configuration not stated)	6.0	12.0	-4.0	7.8	-1.6	-4.2	3.1	-44.5	96.0
O=C(Cn1cnc2ccccc2c1=O)NCCC(=O)Nc1ccc(F)cc1	3.4	12.0	-0.7	-4.6	0.2	-12.6	-2.0	-4.1	102.0
COC(=O)c1ccccc1S(=O)(=O)Nc1ccc(OC)nc1	3.4	-29.3	-1.9	-2.6	-0.4	8.6	1.2	0.3	·

Only part of the results is shown. The share of hits here may be higher or lower than overall.
